Screening results deposited in PubChem BioAssay by several laboratories.
CYP2C9 inhib – blockers of cytochrome P450 2C9 activity – biochemical, luminescence, ADME assay, primary screen; AID 777, 2007; P11712; actives 20% (n = 96,000); inhibition, % at 5 µM; CYP2C9 Supersomes, luciferin-H conversion;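 active means blocking of liver enzyme CYP2C9 beyond about 50% at 5 µM, limit read from the data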; further: values of inactives mirror those of a sister screen read the other way
Candida biofilm – clotrimazole potentiators killing Candida biofilms, primary screen, with clotrimazole, Alamar Blue. C. albicans biofilm + clotrimazole. inhibition, % at 6 µM. actives 0.14% (n = 85,000);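 active means inhibition above 20%; inactive means inhibition below 20%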;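 further: preformed 24 hr biofilms exposed to compound for 48 hr; 0% = biofilm without compound and 100% = blank killed by clotrimazole plus chlorhexidine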
CYP2C9 act – human CYP2C9 activators, primary screen, biochemical, luminescence; recombinant CYP2C9, luciferin-H conversion; active compounds read high; factor 1 = untreated enzyme, 0 = blocked; Cytochrome P450 2C9 (Homo sapiens), P11712; actives 1.4% (n = 96,000); activation factor at 5 µM;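 active means activation factor of 2 or more for CYP2C9 at a 5 µM dose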;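 further: 0 = sulfaphenazole-blocked wells and 1 = vehicle-only wells; values of inactives mirror those of a sister screen read the other way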
LYP act – LYP phosphatase activators, primary screen, biochemical, DiFMUP fluorescence, 2 µM; recombinant LYP; 0 = plate median, 100 = signal doubled; activation, % at 2 µM; Tyrosine-protein phosphatase non-receptor type 22 (Homo sapiens), Q9Y2R2; actives 0.11% (n = 96,000);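 active means activation at 2 µM above a set limit, the mean plus 5 SD, cut at about 37% in these data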
Target sequence (Q9Y2R2 whole entry, looked up): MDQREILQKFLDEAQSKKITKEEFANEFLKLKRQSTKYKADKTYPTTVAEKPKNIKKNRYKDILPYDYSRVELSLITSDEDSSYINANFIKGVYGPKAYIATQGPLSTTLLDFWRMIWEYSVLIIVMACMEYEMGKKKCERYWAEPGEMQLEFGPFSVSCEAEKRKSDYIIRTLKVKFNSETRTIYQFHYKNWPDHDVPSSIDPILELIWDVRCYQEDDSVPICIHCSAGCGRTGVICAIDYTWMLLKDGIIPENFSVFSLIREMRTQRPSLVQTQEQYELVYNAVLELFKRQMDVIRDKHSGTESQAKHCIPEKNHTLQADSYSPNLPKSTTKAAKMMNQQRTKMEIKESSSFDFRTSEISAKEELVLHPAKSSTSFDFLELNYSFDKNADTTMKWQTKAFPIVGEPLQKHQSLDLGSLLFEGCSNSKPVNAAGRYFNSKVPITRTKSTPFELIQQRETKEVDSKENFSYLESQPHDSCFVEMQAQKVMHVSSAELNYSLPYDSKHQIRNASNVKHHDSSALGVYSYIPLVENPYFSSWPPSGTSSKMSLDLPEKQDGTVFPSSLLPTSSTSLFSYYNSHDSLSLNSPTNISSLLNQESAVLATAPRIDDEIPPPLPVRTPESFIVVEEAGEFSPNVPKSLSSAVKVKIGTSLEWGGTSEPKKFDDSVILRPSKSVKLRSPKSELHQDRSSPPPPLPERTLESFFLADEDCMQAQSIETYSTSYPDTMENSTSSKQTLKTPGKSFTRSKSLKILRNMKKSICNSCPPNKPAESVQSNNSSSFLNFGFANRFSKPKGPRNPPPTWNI
PLK1 inh – human PLK1 kinase inhibitors, primary screen, biochemical, TR-FRET; AID 619, 2007; inhibition, % at 10 µM; recombinant PLK1 kinase, TR-FRET peptide phosphorylation; Serine/threonine-protein kinase PLK1 (Homo sapiens), P53350; actives 0.53% (n = 97,000);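 active means inhibition of 50% or more in the single-concentration screen; inactive means inhibition below 50%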;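 further: 0% = DMSO max control and 100% = H-89 dihydrochloride min control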
Plk1 PBD FP – Plk1 polo box domain binding inhibitors, primary screen, biochemical, fluorescence polarization. Serine/threonine-protein kinase PLK1 (Homo sapiens), P53350. Plk1 PBD phosphopeptide binding. inhibition, %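 (tested at about 20 µM)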. actives 0.13% (n = 97,000); in the data active means inhibition above about 34%, passing the limit was not always enough
EphB4 ephrin blk – EphB4-ephrin-B2 interaction antagonists, primary screen, biochemical, TNYL-RAW peptide probe, fluorescence polarization; actives 0.15% (n = 97,000); EphB4 LBD / TNYL-RAW-Alexa532 peptide; Ephrin type-B receptor 4 (Homo sapiens), P54760; inhibition, % at 7 µM;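 active means inhibition above the screen-wide mean inhibition plus 3 SD, cut at about 15% in these data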;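 further: 0% = DMSO wells and 100% = excess unlabeled TNYL-RAW peptide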
Rev-RRE block – HIV-1 Rev-RRE binding inhibitors, primary screen, biochemical, FRET, protein-RNA interaction; P05866; actives 0.79% (n = 97,000); inhibition, % at 8 µM; AID 704, 2007; Rev peptide-RRE RNA binding;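 active means inhibition above the screen-wide mean plus 3 SD, cut at about 35% in these data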;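 further: 0% = median DMSO wells and 100% = median Neomycin B control wells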
Target sequence (P05866 whole entry, looked up): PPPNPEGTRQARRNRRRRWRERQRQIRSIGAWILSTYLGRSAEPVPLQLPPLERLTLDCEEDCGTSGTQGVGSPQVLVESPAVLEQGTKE
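Test system: Cy5-tagged RRE RNA duplex with fluorescein-tagged Rev peptide; Probe or stimulus: labelled Rev peptide; Schedule: 5 min preincubation and 15 min binding, 25 °C; Signal: FRET fluorescence readout; Evaluation: % inhibition from 671/540 nm acceptor-to-donor ratio, scaled between controls; Control set: DMSO and neomycin B.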
PTPN22 inh 2 – PTPN22 phosphatase inhibitors, primary screen, biochemical, DiFMUP fluorescence, 2 µM | recombinant LYP catalytic domain | actives 0.21% (n = 96,000) | AID 640, 2007 | inhibition, % at 2 µM | Tyrosine-protein phosphatase non-receptor type 22 (Homo sapiens), Q9Y2R2;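 active means inhibition at 2 µM at or above a set limit, the screen mean plus 3 SD, cut at about 24% in these data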;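 further: 0% = DMSO with enzyme and 100% = enzyme fully blocked by orthovanadate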
* marks the source's active call; other numbers are inactive results; x = not tested or not shown; [ ] = another dose, or the depositor's remark.

Sample of the layout (6 entries):
1. COc1ccc(O)c(-c2cc(-c3cccs3)[nH]n2)c1
2. CCN(CC)CCCN1C(=O)C(=O)/C(=C(/O)c2cnn(-c3ccccc3)c2C)C1c1ccncc1 (stereo not drawn)
3. COc1ccccc1OCc1nc(C#N)c(N2CC(C)CC(C)C2)o1 (stereo not drawn)
4. COc1ccccc1CN(Cc1cc2cc(C)cc(C)c2[nH]c1=O)Cc1nnnn1CC1CCCO1 (stereo not drawn)
5. c1ccc(-c2csc3ncn4nnnc4c23)cc1
6. O=C(C1CCC1)N1CCc2cc(S(=O)(=O)N3CCCCC3)ccc21
screen / no.,1,2,3,4,5,6
Rev-RRE block,2,2,10,0,6,11
PTPN22 inh 2,0,-2,3,1,1,0
CYP2C9 inhib,74*,x,43,56*,11,36
EphB4 ephrin blk,-8,0,6,-3,2,5
CYP2C9 act,0.3,x,0.6,0.4,0.9,0.6
Candida biofilm,2,3,6,1,8,x
PLK1 inh,-2,-11,-11,-4,5,-15
Plk1 PBD FP,1,-20,3,-33,-5,14
LYP act,0,2,-6,-2,-1,5

Main list, previewed entries included:
1. COc1ccc(O)c(-c2cc(-c3cccs3)[nH]n2)c1
2. CCN(CC)CCCN1C(=O)C(=O)/C(=C(/O)c2cnn(-c3ccccc3)c2C)C1c1ccncc1 (stereo not drawn)
3. COc1ccccc1OCc1nc(C#N)c(N2CC(C)CC(C)C2)o1 (stereo not drawn)
4. COc1ccccc1CN(Cc1cc2cc(C)cc(C)c2[nH]c1=O)Cc1nnnn1CC1CCCO1 (stereo not drawn)
5. c1ccc(-c2csc3ncn4nnnc4c23)cc1
6. O=C(C1CCC1)N1CCc2cc(S(=O)(=O)N3CCCCC3)ccc21
7. Cc1cc(C)c(NC(=O)c2ccc(S(=O)(=O)N3CCOCC3)cc2)c(C)c1
8. CC1CC(C)CN(C(=O)CNS(=O)(=O)c2ccc(Br)s2)C1 (stereo not drawn)
9. Cc1cccc(OCC(=O)Nc2cc(C)c(C)cc2O)c1
10. CCOc1ccccc1C(=O)N/N=C/c1cccc2cccnc12
screen / no.,1,2,3,4,5,6,7,8,9,10
Rev-RRE block,2,2,10,0,6,11,6,0,1,4
PTPN22 inh 2,0,-2,3,1,1,0,x,-4,-4,4
CYP2C9 inhib,74*,x,43,56*,11,36,-3,35,26,-49
EphB4 ephrin blk,-8,0,6,-3,2,5,-5,-2,0,-4
CYP2C9 act,0.3,x,0.6,0.4,0.9,0.6,1,0.7,0.7,1.5
Candida biofilm,2,3,6,1,8,x,12,x,7,x
PLK1 inh,-2,-11,-11,-4,5,-15,72*,1,-2,-8
Plk1 PBD FP,1,-20,3,-33,-5,14,-3,-36,-6,41
LYP act,0,2,-6,-2,-1,5,x,2,3,-1

11. COc1ccc(OC)c(/C(O)=C/C(=O)C(=O)Nc2cc(C)ccc2OC)c1
12. COC(=O)c1ccc(C)c(NC(=O)c2nn(C)c(=O)c3ccccc23)c1
13. COc1cc(C(=O)N2CCN(c3ccc([N+](=O)[O-])cc3)CC2)ccc1OCc1c(C)noc1C
14. COc1ccc(OCC(=O)Nc2nc3ccccc3[nH]2)cc1
15. O=C(NCc1ccc2c(c1)OCO2)C1CCCN(S(=O)(=O)c2cccc3cccnc23)C1 (stereo not drawn)
16. CCOC(=O)Nc1ccc2c(CN3C(=O)NC4(CCCC4)C3=O)cc(=O)oc2c1
17. Nc1nc2ccc(S(=O)(=O)N3CCCCC3)cc2s1
18. CCOc1ccc(S(=O)(=O)NN)cc1
19. COc1ccc(N2CCN(C(=O)CSc3nnc(CNc4ccccc4)o3)CC2)cc1
20. CCCOc1ccc(/C(O)=C2/C(=O)C(=O)N(CCCOC)C2c2ccncc2)cc1 (stereo not drawn)
screen / no.,11,12,13,14,15,16,17,18,19,20
Rev-RRE block,8,6,5,-7,6,5,8,0,8,1
PTPN22 inh 2,1,2,1,8,-2,-6,-3,-20,-1,4
CYP2C9 inhib,8,45,35,-7,-16,x,-46,1,x,-6
EphB4 ephrin blk,1,-1,-2,5,3,0,-2,-3,4,8
CYP2C9 act,0.9,0.5,0.7,1.1,1.2,x,1.5,1,x,1.1
Candida biofilm,-2,2,4,2,2,10,12,x,x,8
PLK1 inh,-11,-13,-3,-1,-7,-18,-27,-14,-4,-11
Plk1 PBD FP,0,22,2,-10,13,-5,-30,16,3,10
LYP act,0,-5,3,-7,0,6,1,18,-3,0

21. COCCCNC(=O)Cn1nnc(-c2ccccc2NC(=O)c2ccc(F)cc2)n1
22. Cn1c(=O)[nH]c(=O)c2c1nc(Sc1ccccc1)n2CCc1ccccc1
23. CC1(C)Cc2c(C#N)c(N3CCOCC3)nc(-c3ccccc3)c2CO1
24. Cc1nnc(NC(=O)CCCN2C(=O)c3ccccc3C2=O)s1
25. Cc1ccc(S(=O)(=O)N2CCN(C(=O)c3cc(=O)[nH]c4ccccc34)CC2)c(C)c1
26. CC(C(=O)N1c2ccc(F)cc2CCC1C)N1C(=O)c2ccccc2C1=O (stereo not drawn)
27. Cc1noc(C)c1CSc1nc2sc(C)c(C)c2c(=O)n1-c1ccccc1
28. CCCCCCNS(=O)(=O)c1ccc(Cl)s1
29. CCOC(=O)c1ccc(S(=O)(=O)NC2CCCCCCC2)n1C
30. COc1ccc(C(=O)N2CCC(C(=O)Nc3ccc(OC)c(OC)c3)CC2)cc1
screen / no.,21,22,23,24,25,26,27,28,29,30
Rev-RRE block,-4,9,13,3,1,6,-1,19,12,-2
PTPN22 inh 2,-3,7,-12,-1,-13,3,7,-8,4,-4
CYP2C9 inhib,24,1,x,10,10,45,50*,86*,85*,8
EphB4 ephrin blk,-15,-4,9,3,-9,4,-4,0,2,4
CYP2C9 act,0.8,1,x,0.9,0.9,0.5,0.5,0.1,0.1,0.9
Candida biofilm,2,-1,7,-5,8,3,2,2,9,4
PLK1 inh,-4,-7,-10,-9,-8,-3,-14,-13,-9,-2
Plk1 PBD FP,7,11,16,-25,11,-4,27,17,8,0
LYP act,0,-9,9,0,9,-8,-5,8,-4,2

31. c1ccc(-c2cn3nc(-c4ccccc4)c(-c4ccccc4)nc3n2)cc1
32. CN(C)S(=O)(=O)Nc1ccc(C(=O)O)cc1
33. CC(C)NC(=O)c1cccc(Cn2cc(Cl)cn2)c1
34. O=C(c1ccc(-c2nnc(Nc3cccc(Cl)c3)c3ccccc23)cc1)N1C[C@H]2C[C@H](C1)c1cccc(=O)n1C2
35. CCCCCC(=O)N1CC2(C)CN(C(=O)CCCCC)CC(C)(C1)C2=O
36. CC(=O)c1c(C)[nH]c(C(=O)NCCc2cccc(C)c2)c1C
37. O=C(Nc1ccc2c(c1)OCO2)NC1(C(F)(F)F)Oc2ccccc2O1
38. CC(C)(C)NC(=O)Cn1nnc(-c2ccc(S(C)(=O)=O)cc2)n1
39. Cc1ccc(S(=O)(=O)N(C)c2ccc(N)cc2)cc1
40. Cc1cccc(NC(=O)CCN2CC(C)OC(C)C2)c1 (stereo not drawn)
screen / no.,31,32,33,34,35,36,37,38,39,40
Rev-RRE block,98*[fluorescence artefact?],7,2,-4,1,-3,7,2,1,11
PTPN22 inh 2,11,2,0,2,6,-6,0,0,-2,2
CYP2C9 inhib,7,9,26,30,-3,34,33,26,-118,2
EphB4 ephrin blk,7,-2,4,1,4,-9,4,-5,-3,4
CYP2C9 act,0.9,0.9,0.7,0.7,1,0.7,0.7,0.7,2.2*,1
Candida biofilm,x,10,0,11,5,6,2,9,3,6
PLK1 inh,-18,3,-5,1,-29,-2,-10,-4,-8,1
Plk1 PBD FP,26,34,3,28,2,5,22,5,-14,-26
LYP act,-7,-3,-1,0,-4,2,4,2,4,-4

41. CCCSc1nc(C)c(CC(=O)OCC)c(=O)[nH]1
42. Cc1ccc(CNc2cc(-c3nn4c(C)nnc4s3)ccc2C)s1
43. Cc1ccc(C)c(NC(=S)NNC(=O)c2csc3c2CCC(C)C3)c1 (stereo not drawn)
44. COC(=O)c1cc2occc2n1CC(=O)Nc1ccc(OC)c(OC)c1
45. CCC(=O)Nc1ccc(C(=O)n2nc(C)cc2C)cc1
46. CC(=O)Nc1cc2nn(-c3ccccc3)nc2cc1Cl
47. CCNC(=O)CN1C(=O)NC2(CCCCCC2)C1=O
48. Cc1cc(C)nc(SCC(=O)c2cc3ccccc3oc2=O)n1
49. CC(C)C(=O)Nc1cccc(-c2nc3ccccc3o2)c1
50. O=C(O)c1cccc(Cn2cc(Cl)cn2)c1
51. COCc1c(C(=O)OCc2nc(N)nc(Nc3ccccc3C)n2)oc2ccccc12
52. COc1cc(C)nc(NC(=O)COc2ccc(Cl)cc2C)n1
screen / no.,41,42,43,44,45,46,47,48,49,50,51,52
Rev-RRE block,3,2,-2,2,0,1,3,-1,2,0,16,12
PTPN22 inh 2,-3,1,-17,-8,5,-13,-10,2,1,-1,9,0
CYP2C9 inhib,-18,54*,53*,16,-44,6,-12,27,34,1,x,-3
EphB4 ephrin blk,-3,-7,7,8,-6,6,3,6,-3,11,8,5
CYP2C9 act,1.2,0.5,0.5,0.8,1.4,0.9,1.1,0.7,0.7,1,x,1
Candida biofilm,0,-2,x,7,6,x,3,3,2,9,x,0
PLK1 inh,-10,-2,-8,-6,-8,-8,5,-12,-5,-10,-11,-8
Plk1 PBD FP,-13,-19,10,-6,21,-13,-3,-15,-2,24,12,3
LYP act,0,-1,14,4,-4,8,12,-2,-3,-1,-6,-1
